# MKP-3 inhibition – MKP-3 phosphatase inhibitors, primary screen, biochemical, rat enzyme, in vitro (AID 425). inhibition, % at 20 µM, or IC50 in µM where a hit was titrated. recombinant MKP-3 phosphatase activity, fluorescence; higher % means a stronger effect. 110,000 tested, 0.17% active; in the data active = inhibition above about 50%;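 also: plate controls were vehicle for no effect and reference inhibitor for full effect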
# Hsp70 displacement – Hsp70 inhibitors, probe displacement, primary screen, biochemical, fluorescence polarization (AID 583); Hsp70 fluorescence polarization probe displacement, mP; higher % means a stronger effect; displacement, % at 20 µM, or IC50 in µM where a hit was titrated; 140,000 tested, 0.06% active; in the data active = displacement above about 50%;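 also: plate controls were vehicle for no effect and reference ligand for full effect; a part of the inactive calls stands beside numbers as strong as those of hits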
# * = called active by the depositor; / = no result given; & = joins results of further samples.
# Under each structure – MKP-3 inhibition | Hsp70 displacement
O=C(CCc1ccccc1)Nc1ccc(Oc2ccccc2)cc1
    4.1% | 2.0%
CCN(C)c1ccc(C=C2C(=O)NC(=O)NC2=O)cc1
    -2.4% | 2.9%
O=C(Nc1ccc2[nH]c(=O)[nH]c2c1)c1cc(C(F)(F)F)cc(C(F)(F)F)c1
    1.7% | 1.7%
CCCOc1ccc(/C(O)=C2/C(=O)C(=O)N(CCN(C)C)C2c2ccc(OC)c(OC)c2)cc1 (configuration not stated)
    2.0% | -0.8%
COc1ccc(Cl)cc1NC(=O)c1c(-c2ccccc2)noc1C
    0.1%&0.0% | -5.2%&3.0%
Cc1ccc(-c2noc(C3CCCN(C(=O)c4ccccc4)C3)n2)o1 (configuration not stated)
    2.9% | 1.9%
CC1=C(C(=O)NC2CCCC(C)C2C)C2(CCCCC2)OC1=O (configuration not stated)
    -3.5% | 0.5%
CC1(C)CC(=O)C/C(=N/NC(=O)c2cc3ccccc3cc2O)C1
    0.5% | -15.5%
CSc1nnc2c(n1)c(C)nn2-c1ccc(C)cc1
    / | 9.2%
COC(=O)c1ccccc1NC(=O)CSc1nc2ccccc2c(=O)[nH]1
    -6.2% | 0.2%

# Looked up by compound from the list above:
# Under each structure – MKP-3 inhibition | Hsp70 displacement
O=C(CCc1ccccc1)Nc1ccc(Oc2ccccc2)cc1
    4.1% | 2.0%
COC(=O)c1ccccc1NC(=O)CSc1nc2ccccc2c(=O)[nH]1
    -6.2% | 0.2%
Cc1ccc(-c2noc(C3CCCN(C(=O)c4ccccc4)C3)n2)o1 (configuration not stated)
    2.9% | 1.9%

# Remaining list, next part.
# Under each structure – MKP-3 inhibition | Hsp70 displacement
COc1ccc(C(=O)CSc2nnc(-c3cccs3)n2-c2ccccc2)cc1
    / | 0.7%
CCCC(=O)Nc1ccc(S(=O)(=O)N2CCCC2)cc1
    / | 3.3%
CCOC(=O)c1ccc2c(c1)nc(COc1ccc3ccccc3c1)n2CC
    / | -3.9%
CCOC(=O)C(C)n1cnc2c1c(=O)[nH]c(=O)n2C (configuration not stated)
    / | -1.0%
CC(=O)NCCc1ccc(S(=O)(=O)Nc2cccnc2)cc1
    -10.4% | 1.3%
O=C(Nc1ccc2c(c1)OCO2)c1ccc(I)cc1
    5.0% | -5.1%
Cc1cc(Cl)c(S(=O)(=O)Nc2ccc3c(c2)OCCO3)cc1OCC(N)=O
    -4.2% | -3.9%
O=C(CN1C2CCCC1CC(NC(=O)c1ccco1)C2)Nc1ccccc1C(F)(F)F (configuration not stated)
    -19.1% | 3.1%
Cc1cc(OCC(=O)Nc2ccccc2-c2ccccc2)ccc1Br
    1.6% | 0.5%
O=C(NC(=S)Nc1ccc(NC(=O)c2ccco2)cc1)c1ccc(Cl)cc1
    10.5% | -1.6%
Cc1cc(C(=O)NCc2cccs2)no1
    / | -1.7%
CCCOc1cccc(C(=O)Nc2ccc(NC(=O)c3ccc(Cl)cc3Cl)cc2)c1
    4.7% | /
CC(C)CC(NC(=O)C1CCC(C)CC1)C(=O)N1CCN(c2ccccn2)CC1 (configuration not stated)
    -3.3% | -3.3%
CC(C)CN1C(=O)NC(NC(=O)c2ccco2)(C(F)(F)F)C1=O (configuration not stated)
    -8.9% | 4.6%
C=CCN1C(=O)C(O)(CC(=O)c2c(C)n[nH]c2C)c2cc(Br)ccc21 (configuration not stated)
    -10.2% | -0.3%
CC(=O)Nc1cccc2c1C(=O)N(c1cccc(C)c1)C2=O
    / | 3.2%
COc1cc(/C=C/c2[nH]c(=O)[nH]c(=O)c2[N+](=O)[O-])cc(Br)c1O
    4.7% | 5.2%
COC(=O)c1ccc(/C=C/C(=O)c2cccs2)cc1
    6.0% | -3.2%
C=CCc1cccc2cc(C(=O)Nc3ccc(S(=O)(=O)Nc4nnc(CC)s4)cc3)c(=O)oc12
    26.3% | 20.2%
COc1ccc(C(=O)NNC(=O)c2cccc(C(=O)NNC(=O)c3ccc(OC)c(OC)c3)c2)cc1OC
    -1.8% | -3.9%
COC(=O)c1ccc2c(c1)S(=O)(=O)NC(=NCc1ccco1)S2
    -11.1% | -2.8%
CNC(=O)NC1CCCc2ccccc21 (configuration not stated)
    -17.7% | 1.0%
Cc1ccc2c(=O)c(CN(C)C3CCN(C)CC3)c(C)[nH]c2c1C
    -4.7% | 1.6%
O=C(Cc1ccc(Cl)cc1)NCCCN1CCOCC1
    2.4% | 1.9%
Cc1[nH]nc2c1C1(CCOCC1)C(C#N)=C(N)O2
    -19.3% | 11.8%
Cc1cccc(OCC(=O)N/N=C/c2cccc(OC(=O)c3cccc(F)c3)c2)c1
    0.1% | 4.3%
O=C(NCC1CCNCC1)c1ccncc1
    -4.5% | 10.8%
CC1=CC(C)(C)N(C(=O)CSc2nncn2C)c2ccccc21
    / | 5.2%
COc1cc(C(=O)Nc2ccc(S(=O)(=O)Nc3cc(C)on3)cc2)cc(OC)c1OC
    2.9% | 2.9%
COc1ccc(-c2cc(CCCC(=O)NCCc3ccc(OC)cc3OC)no2)cc1
    2.1% | -4.7%
CN(C(=O)C12CC3CC(CC(C3)C1)C2)C1(C)CCS(=O)(=O)C1 (configuration not stated)
    -0.6% | -2.8%
Cc1ccsc1/C=C/C1=Cc2c(sc(NC(=O)CSc3n[nH]c(N)n3)c2C#N)C(C)(C)C1
    / | -2.4%
O=C(Nc1nc(-c2nc3ccccc3s2)cs1)c1ccc(S(=O)(=O)N2CCOCC2)cc1
    -5.5% | 7.8%
CC(C)(/C=N/O)/[N+]([O-])=C/C=[N+](\[O-])C(C)(C)/C=N/O
    -13.4% | 3.4%
CCCCc1ccc(NC(=O)c2c(C)noc2C)cc1
    -1.7% | -5.3%
COc1cc2c(cc1NC(=S)Nc1ccccc1C)oc1ccccc12
    / | -4.9%
CCc1ccc(C(C)NC(=O)c2ccccc2)cc1 (configuration not stated)
    0.9% | 1.1%
CCN(CC)Cc1c(O)c(Cl)cc2c(C)c(C)c(=O)oc12
    / | -4.7%
COc1ccc(/C=C2\SC(=O)N(CCC(=O)O)C2=O)cc1OC
    -0.1% | 4.2%
CCC1C(=O)n2nc(-c3ccccc3)cc2N=C1C (configuration not stated)
    -4.9% | -0.6%
CC(=O)Nc1ccccc1NC(=O)COc1ccccc1Cl
    0.8% | -3.7%
O=C(CC(Cc1ccccc1)C(=O)O)NCCc1ccc2c(c1)OCO2 (configuration not stated)
    -12.6% | 3.7%
Cc1cc(C)n(-c2ccn(Cc3ccc(Cl)cc3Cl)c(=O)n2)n1
    -7.0% | 0.1%
Cn1c(=O)c2cn(-c3cccc4ccccc34)cc2n(C)c1=O
    -4.8% | 1.4%
COc1cc(OC)cc(C(=O)NC(C(=O)NCCN(C)C)C23CC4CC(CC(C4)C2)C3)c1 (configuration not stated)
    -11.0% | -0.1%
CC(/C=C/c1ccccc1)=N\Nc1ccc([N+](=O)[O-])cc1[N+](=O)[O-]
    1.5% | -1.4%
Cc1ccc(N(C)S(=O)(=O)c2ccc(Cl)cc2)cc1
    -0.1% | 3.1%
COC(=O)c1ccc(-c2cc(C(=O)O)c3cc4c(cc3n2)OCCO4)cc1
    2.0% | 2.8%
COc1ccc2nc(NC(=O)CN3CCN(C)CC3)sc2c1
    1.1% | -0.4%
COc1ccc2c(c1OC)C(=O)OC2Nc1cc(C(=O)O)cc(C(=O)O)c1 (configuration not stated)
    0.3% | -3.9%

# Other compounds:
# Under each structure – MKP-3 inhibition | Hsp70 displacement
CN1C(=O)C(c2ccccc2)C(=O)c2ccccc21 (configuration not stated)
    2.2% | 1.4%
CCN1CCN(c2c(Cl)cccc2NC(=O)c2ccc(Br)o2)CC1
    0.0% | -3.1%
CCOCCCn1c(=N)c(C(=O)NCc2ccc3c(c2)OCO3)cc2c(=O)n3cccc(C)c3nc21
    6.1% | 1.9%
CC1=NN(C(=O)c2cccnc2)C(O)(c2ccccc2)C1 (configuration not stated)
    0.5% | -4.0%
O=C(CSc1nnc(-c2cccs2)n1-c1ccccc1)N1CCOCC1
    -16.9% | -5.5%
CCOC(=O)c1cc2c(C(F)(F)F)cc(-c3ccccc3)nc2o1
    / | -2.7%
CN(C)c1ccc(/C=C2\SC(=S)N(Nc3ncc(C(F)(F)F)cc3Cl)C2=O)cc1
    / | -130.2%
O=C(CCC1CCCC1)NCCCN1CCOCC1
    0.3% | -3.3%
CCN(c1ccccc1)S(=O)(=O)c1ccc(OC)c(OC)c1
    / | 3.9%
O=C1C2CC=CCC2C(=O)N1c1ccc(OCC(O)Cn2nnc3ccccc32)cc1 (configuration not stated)
    5.0% | 6.2%

# An excerpt from above in order of their number in MKP-3 inhibition, high to low:
compound,MKP-3 inhibition,Hsp70 displacement
CCOCCCn1c(=N)c(C(=O)NCc2ccc3c(c2)OCO3)cc2c(=O)n3cccc(C)c3nc21,6.1%,1.9%
O=C1C2CC=CCC2C(=O)N1c1ccc(OCC(O)Cn2nnc3ccccc32)cc1 (configuration not stated),5.0%,6.2%
CN1C(=O)C(c2ccccc2)C(=O)c2ccccc21 (configuration not stated),2.2%,1.4%
CC1=NN(C(=O)c2cccnc2)C(O)(c2ccccc2)C1 (configuration not stated),0.5%,-4.0%
O=C(CCC1CCCC1)NCCCN1CCOCC1,0.3%,-3.3%
CCN1CCN(c2c(Cl)cccc2NC(=O)c2ccc(Br)o2)CC1,0.0%,-3.1%
O=C(CSc1nnc(-c2cccs2)n1-c1ccccc1)N1CCOCC1,-16.9%,-5.5%

# Going on with the list.
# Under each structure – MKP-3 inhibition | Hsp70 displacement
O=C(O)CCSc1nc2ccc(Br)cc2[nH]1
    8.1% | 2.0%
O=C(COC(=O)CN1C(=O)c2ccccc2C1=O)Nc1cccc2ccccc12
    3.9% | -1.4%
Cc1ccc(C)c(NC(=O)CC(C)C2CCCO2)c1 (configuration not stated)
    1.0% | 3.4%
CC(=O)Nc1ccc2nc(C)n(Cc3ccc(Cl)cc3)c(=O)c2c1
    / | 0.9%
O=C(NCc1ccco1)c1ccc2c(c1)C(=O)N(Cc1ccccc1)C2=O
    -14.2% | 0.1%
CCOC(=O)c1cnc(SC2CC(=O)N(c3ccccc3)C2=O)nc1N (configuration not stated)
    / | -0.6%
CCOc1cccc(-c2nnc(SCC(=O)Nc3cc(C)ccc3OC)n2N)c1
    -3.5% | -7.4%
CCCNc1nc2c(c(=O)n(C)c(=O)n2C)n1CCc1ccccc1
    -2.6% | -3.6%
COc1ccc(CC(=O)Nc2cccc(-c3nc4ccccc4s3)c2)cc1OC
    4.9% | -2.3%
CCOc1cc(/C=C2\C(=O)NN(c3ccccc3)C2=O)cc([N+](=O)[O-])c1O
    3.8% | 3.7%
N=c1c2c3c(sc2nc2n1CCCCC2)CCCC3
    1.8% | 2.3%&-1.8%
CC1CCOP(=O)(C(Nc2ccc(C(C)C)cc2)c2ccc(Br)cc2)O1 (configuration not stated)
    -1.7% | 0.2%
Cc1nnc(N/N=C/c2ccc([N+](=O)[O-])cc2)[nH]c1=O
    0.2% | -2.2%
C=CCn1c(SCC(=O)O)nnc1-c1cccs1
    / | -0.2%
O=C(CN(c1cccc([N+](=O)[O-])c1)S(=O)(=O)c1ccccc1)NCc1ccc(Cl)cc1Cl
    0.1% | 0.7%
CNC(=O)c1c(NC(=O)c2nc3ccccc3s2)sc2c1CCC2
    3.9% | -21.9%
O=C(c1cc2ccccc2oc1=O)N1CCSC1c1ccco1 (configuration not stated)
    -1.6% | 4.4%
CCOc1cc(/C=N/n2cnnc2)ccc1OCc1ccc(F)cc1
    4.8% | -3.5%
O=C1NC2(CCCc3ccccc32)C(=O)N1Cc1nnc(-c2ccccc2Br)o1 (configuration not stated)
    -6.9% | -3.3%
CC1CCc2c(sc(NC(=O)c3c(F)c(F)c(F)c(F)c3F)c2C#N)C1 (configuration not stated)
    -0.8% | 6.0%
COc1ccc(/C(N)=N/OC(=O)c2cccc(Br)c2)cc1OC
    -4.6% | -3.3%
Cc1ccc(NC(=O)c2ocnc2C)cc1Cl
    -7.1% | 1.0%
CCOc1ccc(S(=O)(=O)N(CC(=O)NCCCOC)c2ccc(C)cc2)cc1
    2.6% | 1.1%
O=C(O)CCCC(=O)OCc1ccco1
    14.4% | 21.4%
O=C(NCCN1CCc2ccccc2C1)C1CCN(S(=O)(=O)N2CCC3(CC2)OCCO3)CC1
    -1.0% | -4.2%
COc1cccc(NC(=O)c2ncn[nH]2)c1
    -7.5% | -3.6%
Cc1csc(NC(=O)CSc2nc3sc(C)c(C)c3c(=O)[nH]2)n1
    -13.7% | -9.4%
O=C(c1ccc(CS(=O)(=O)c2ccc(Br)cc2)o1)N1CCOCC1
    -4.6% | -0.8%
O=C1CC(N2CCN(c3ccc([N+](=O)[O-])cc3)CC2)C(=O)N1CCc1ccccc1 (configuration not stated)
    1.4% | 2.5%
Cc1nc(NCCCO)c(C#N)c2c1COC(C)(C)C2
    5.2% | -4.9%
N=c1c(C(=O)NCc2ccco2)cc2c(=O)n3ccccc3nc2n1CC1CCCO1 (configuration not stated)
    / | 7.3%
CC(C)NC(=O)Cc1ccc(Br)cc1
    / | 2.7%
O=C(OC(C(=O)NC1CCCC1)c1ccc(F)cc1)c1ccno1 (configuration not stated)
    -0.2% | 4.8%
CCOC(=O)c1ccc2[nH]c3c(c2c1)CCCCC3=O
    -6.6%&0.5% | 5.7%&-1.6%
CC(SCc1ccccc1)C(=O)Nc1ccc2c(c1)OCO2 (configuration not stated)
    / | -2.0%
C=CCc1cccc(/C=N/n2c(C)nnc2C)c1O
    0.5% | 1.3%&6.0%
COC(=O)CCCNS(=O)(=O)c1ccc2ccccc2c1
    / | 10.4%
COc1cc(OC)c(/C=N/Nc2ccccc2[N+](=O)[O-])cc1Br
    0.5% | 0.1%
Cc1cccc(C)c1NC(=O)c1ccc(C2SCC(=O)N2Cc2ccccc2)cc1 (configuration not stated)
    4.7% | 2.7%
O=C(NC(=O)c1ccccc1)OCC(F)(F)F
    -9.9% | 3.8%

# Source: PubChem BioAssay

# Only part of the results is shown; the hit share may differ from the screen's.
